# Source: PubChem BioAssay (Sanford-Burnham Center for Chemical Genomics)
# 697 NFkB inh – lowers PMA/ionomycin-induced NF-kB signal in 697 B cells. 697 B-cell NF-kB luciferase reporter, 16 h. inhibition, % at 4 µM. actives 0.33% (n = 330,000); in the data active means inhibition above about 35%
# CXCR6 block – CXCR6 (human) receptor inhibition; inhibition, % at 20 µM; CHO-K1 PathHunter CXCR6 beta-arrestin, luminescence; AID 602244; actives 0.36% (n = 360,000); in the data active means inhibition above about 34%, passing the limit was not always enough;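 further: antagonist mode with CXCL16 agonist at 10 nM final; 0% = 10 nM CXCL16 with DMSO and 100% = unstimulated wells without agonist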
# Target sequence (O00574 whole entry, looked up): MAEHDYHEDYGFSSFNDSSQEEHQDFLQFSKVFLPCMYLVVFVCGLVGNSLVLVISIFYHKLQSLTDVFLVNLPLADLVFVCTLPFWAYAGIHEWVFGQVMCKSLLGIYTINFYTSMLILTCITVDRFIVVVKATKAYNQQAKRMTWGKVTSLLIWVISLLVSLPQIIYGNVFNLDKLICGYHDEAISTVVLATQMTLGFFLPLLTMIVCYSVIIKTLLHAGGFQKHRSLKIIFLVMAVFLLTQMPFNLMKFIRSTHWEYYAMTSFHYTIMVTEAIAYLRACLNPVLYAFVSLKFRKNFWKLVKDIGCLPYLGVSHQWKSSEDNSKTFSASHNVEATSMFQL
# UBC13 inh – inhibitors of human UBC13 polyubiquitin chain formation; P61088; TR-FRET; inhibition, % at 20 µM; actives 0.47% (n = 330,000); AID 485273; in the data active means inhibition above about 45%, passing the limit was not always enough
# Target sequence (P61088 whole entry, looked up): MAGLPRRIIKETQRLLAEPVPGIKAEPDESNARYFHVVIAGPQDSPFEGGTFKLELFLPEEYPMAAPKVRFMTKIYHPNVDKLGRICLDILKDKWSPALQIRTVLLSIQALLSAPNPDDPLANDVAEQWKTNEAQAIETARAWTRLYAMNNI
# EBI2 block – blocks human EBI2 receptor beta-arrestin signaling | P32249 | EBI2 beta-arrestin recruitment, luminescence, 7a,25-OHC stimulated | inhibition, % at 5 µM | actives 0.81% (n = 360,000) | AID 651636; in the data active means inhibition above about 38%;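 further: enzyme fragment complementation signal reports receptor beta-arrestin coupling in cells; 0% = agonist plus DMSO wells and 100% = wells without agonist; some results beyond the cut were filed as inactive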
# Gli-Sufu block – blocks Gli-Sufu signaling in a luciferase reporter; Sufu-KO-LIGHT fibroblasts, Gli luciferase reporter luminescence; inhibition, % at 5 µM; actives 0.74% (n = 340,000); AID 588413;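 active means inhibition above about 55%, limit read from the data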;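 further: 0% = DMSO-treated cells and 100% = wells with medium but no cells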
# APJ antag – antagonists of human APJ apelin receptor. inhibition, % at 20 µM. P35414. AID 2521. actives 0.32% (n = 330,000). CHO-K1 APJ beta-arrestin complementation, luminescence;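 active means inhibition above about 40% at 20 µM, limit read from the data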;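 further: cells challenged with 10 nM apelin-13 agonist together with compound; plate controls were apelin-13 plus DMSO wells for no effect and DMSO wells lacking apelin-13 for full effect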
# CCR6 antag – blocks CCL20-driven beta-arrestin recruitment at human CCR6; P51684; CHO-K1 CCR6 PathHunter beta-arrestin, luminescence, CCL20-stimulated; inhibition, % at 20 µM; actives 0.49% (n = 340,000);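 active means compounds whose inhibition of the agonist-driven luminescence signal at 20 µM reaches about 50%, limit read from the data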;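 further: cells stimulated with CCL20 at 14 nM final; plate controls were DMSO with CCL20 for no effect and DMSO without agonist for full effect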
# Target sequence (P51684 whole entry, looked up): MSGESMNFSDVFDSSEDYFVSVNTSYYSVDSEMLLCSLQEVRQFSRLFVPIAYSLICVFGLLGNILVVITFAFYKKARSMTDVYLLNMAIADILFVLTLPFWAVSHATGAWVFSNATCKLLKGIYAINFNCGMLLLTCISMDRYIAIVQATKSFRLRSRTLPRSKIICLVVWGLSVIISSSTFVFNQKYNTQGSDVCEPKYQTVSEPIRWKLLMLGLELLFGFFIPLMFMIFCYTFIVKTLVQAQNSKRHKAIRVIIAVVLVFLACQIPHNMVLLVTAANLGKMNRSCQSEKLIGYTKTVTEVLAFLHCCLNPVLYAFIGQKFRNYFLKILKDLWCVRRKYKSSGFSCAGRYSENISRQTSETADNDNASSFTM
# Jurkat NFkB inh – lowers PMA/ionomycin-induced NF-kB signal in Jurkat cells; actives 0.53% (n = 330,000); inhibition, % at 4 µM; AID 435003; PMA/ionomycin-induced NF-kB luciferase reporter, luminescence; in the data active means inhibition above about 50%
# Starred values were filed as active, the others as inactive; nt = no result given.
SMILES,697 NFkB inh,CXCR6 block,UBC13 inh,EBI2 block,Gli-Sufu block,APJ antag,CCR6 antag,Jurkat NFkB inh
Cc1ccccc1CNC(=O)CCC(=O)N1Cc2ccccc2Oc2ncccc21,9,-3,10,-2,-19,19,15,-5
NC(=O)c1ccc(-n2c(CCC(=O)O)ccc2-c2cccs2)cc1,10,-8,5,-3,-6,8,5,2
COc1ccccc1C(=O)Nc1ccnn1C1CCN(C(=O)c2ccoc2C)CC1,6,0,-8,6,-17,8,-3,-6
CC[n+]1ccccc1/C=C/Nc1ccccc1,-3,5,-6,-4,10,-1,3,-14
C=CCNCCOCCOc1ccc(Cl)cc1C(C)(C)C,3,-2,23,-23,-1,13,-11,-6
O=C(C1CCCO1)N1CCN(C(c2ccccc2)c2ccccc2)CC1 (stereo unspecified),8,-1,6,-6,6,10,16,-3
CN(c1ccccc1C(=O)Nc1ccc2c(c1)OCCO2)S(C)(=O)=O,1,0,1,-19,2,6,9,3
CCN(C(=O)COC(=O)c1cccc(S(=O)(=O)N(CC)CC)c1)C1CCS(=O)(=O)C1 (stereo unspecified),-14,1,-9,-3,-43,-2,11,-1
CCCOc1c(Cl)cc(C(=O)NC)cc1OC,8,-4,5,2,-2,8,-3,-4
CNC(=S)N(Cc1ccc2c(c1)OCO2)C1CC(=O)N(c2ccc(F)cc2)C1=O (stereo unspecified),5,-8,3,-3,1,5,-14,-6
COC(=O)c1cc2c(-c3ccccc3)c(C)c3ccccn3c-2c1C(=O)OC,12,25,-23,14,-92,-9,8,9
CCn1cc(S(=O)(=O)CC(=O)NC2CCCCC2)c2ccccc21,-1,0,-1,7,3,10,0,5
Cc1c(/N=C(\[O-])Nc2ccc(Br)cc2)sn[n+]1C,-274,-1,2,14,-77,-8,-2,-86
CN1CCC(N(C)C(=O)NC2CCCCC2)CC1,12,-6,7,0,-18,6,-13,-8
CCOC(=O)CSc1nnc(-c2ccc(S(=O)(=O)N3CCC(C)CC3)cc2)o1,-35,5,-24,0,-11,5,-12,-2
COc1ccc(CNC(=O)CN(c2ccc(OC)cc2)S(=O)(=O)c2c(C)nn(C)c2C)cc1,-15,4,4,1,3,-2,9,12
C=CC[C@@H](Cc1ccc(F)cc1)C(=O)OC[C@@H]1CCCN1C(=O)[C@@H](CC=C)CC(=O)NCCO,11,9,0,-21,-13,0,8,-16
O=C(Nc1ccccc1O)c1c(O)c2c([nH]c1=O)CCCC2,-80,-11,11,-10,-59,-4,-5,-67
COc1ccc(NC(=O)C(c2ccc(OC)cc2)N(C)C(=O)CC2NC(=O)NC2=O)cc1 (stereo unspecified),-6,6,-7,-10,47,14,-8,4
Cc1ccc(-c2nnn(CC(=O)N(c3ccccc3F)C(CC(C)C)C(=O)NCC3CCCO3)n2)cc1 (stereo unspecified),-13,11,-11,21,6,-3,-9,-4
CCN(C(=O)COC(=O)c1c(-c2ccccc2)noc1C)c1c(N)n(Cc2ccccc2)c(=O)[nH]c1=O,-7,3,-3,-4,-6,18,2,7
COc1ccc2[nH]cc(C(=O)CN3CCCC(C)(C)C3)c2c1,5,-12,10,-2,3,17,-4,-4
N#Cc1nc(-c2cccs2)oc1NCc1ccc(Cl)cc1,-10,-8,13,7,6,-1,17,9
O=C(Nc1ccccc1N1CCN(C(=O)c2ccccc2)CC1)c1ccc2c(c1)OCO2,15,8,-5,-6,-11,-6,0,1
O=C(CCNC(=O)c1ccccc1Cl)NCC12CC3CC(CC(C3)C1)C2,-8,7,1,4,-15,4,6,1
COc1ccc(CCn2c(C)cc3c(c2=O)C(c2ccncc2)C(C#N)=C(N)O3)cc1OC (stereo unspecified),nt,-6,nt,-4,24,nt,-13,nt
Cc1onc(-c2c(F)cccc2Cl)c1C(=O)ONC(=O)c1ccco1,16,-3,6,-7,11,21,8,5
CC(/C=C1\NC(=S)NC1=O)=C\c1ccccc1,2,26,-11,1,34,6,33,-9
NS(=O)(=O)c1cc(C(=O)NCCc2ccccn2)ccc1Cl,3,4,-4,-11,5,-1,0,0
Cn1c(=O)c2ccccc2n2c(=S)[nH]nc12,9,2,6,-5,-17,-22,-3,8
COC(=O)c1cc(S(=O)(=O)N2CCN(c3cccc(C)c3C)CC2)c[nH]1,-8,-1,-1,4,-1,2,18,18
COC(=O)CC(NC(=O)CN1CCN(c2ccc(F)cc2)CC1)c1cccc(F)c1 (stereo unspecified),-3,2,0,-9,2,6,5,-28
O=C(Nc1cccc(Cl)c1)c1nc[nH]c1C(=O)NCc1ccccc1,-8,22,2,-32,-8,1,12,-9
CCOC(=O)N1CCN(Cc2cc(=O)oc3ccc4ccccc4c23)CC1,-40,0,-8,9,3,2,10,15
O=C(CNC(=O)c1ccncc1)N/N=C/c1cccc([N+](=O)[O-])c1,-15,8,-12,-14,5,10,1,-6
O=C(c1cc2ccccc2oc1=O)N1CCN(C(=O)C2CCCO2)CC1 (stereo unspecified),5,-2,4,-14,1,-3,-4,4
Cc1cccn2c(CN3CCCC(c4ccccc4)C3)c(C(=O)N3CCOCC3)nc12 (stereo unspecified),-1,0,6,-4,13,9,1,-2
Cc1nn(C)c(Cl)c1CN1CCN(C2CCCC2)C(CCO)C1 (stereo unspecified),-4,1,-2,4,-1,-19,-4,-2
CCN(C(=O)COC(=O)c1cccnc1SC)C1CCCCC1,21,-6,4,13,1,8,4,15
NS(=O)(=O)c1cccc(NC(=O)COC(=O)CN2C(=O)C3CC=CCC3C2=O)c1 (stereo unspecified),16,2,4,1,5,6,5,-11
Cc1ccc(NC(=O)CC2NCCNC2=O)cc1Cl (stereo unspecified),13,3,-6,14,1,-6,5,-6
C/C(=N\NS(=O)(=O)c1ccc(Br)cc1)c1cccs1,22,5,1,-4,8,-7,0,-3
O=c1c(Cc2ccccc2)c(O)ccn1C1CCCCCCC1,8,15,9,13,1,12,16,7
O=C(/C=C/Nc1ccccc1)C(F)(F)F,14,-2,-10,-9,-20,2,-6,-3
O=C(c1ccccc1)C1CCN(C(=O)c2ccc(Cl)cc2)CC1,10,-1,3,86*,3,4,10,-6
Cc1c(C)n(C(=O)CSc2ncn[nH]2)c2ccccc12,14,0,24,-4,-1,7,-11,11
O=c1oc(-c2ccccc2)nc2c1cnn2-c1ccccc1,15,4,6,9,0,23,9,1
CCOC(=O)C1CCCN(C(=O)C2c3ccccc3Oc3ccccc32)C1 (stereo unspecified),4,-2,-9,8,21,-11,18,3
CCN(CC)C(=O)/C(NC(=O)c1ccccc1)=C(/Sc1ncccn1)c1ccccc1,0,7,-18,-14,4,6,-9,9
CS(=O)(=O)N(CC(=O)NCc1ccco1)c1ccc(OCc2ccccc2)cc1,-8,4,4,-5,-11,5,11,-7

# Following part
SMILES,697 NFkB inh,CXCR6 block,UBC13 inh,EBI2 block,Gli-Sufu block,APJ antag,CCR6 antag,Jurkat NFkB inh
CCOC(=O)N1CCN(C(=O)c2ccc(NS(C)(=O)=O)cc2)CC1,3,3,-4,-4,-6,26,5,-6
O=C(O)CCn1c(=S)n(CCC(=O)O)c2ccccc21,15,1,4,-8,-2,5,1,2
Cc1ccccc1S(=O)(=O)N1C[C@H]2CON(C)[C@H]2C[C@H]1c1cccc(-c2ccccc2)c1,nt,8,nt,14,4,nt,18,nt
O=C(N/N=C/c1c(O)n(-c2ccc(Cl)cn2)c(=O)c2ccccc12)C1CC1,-4,-5,24,-1,-7,-3,12,12
CCS(=O)(=O)N1CCCC(C(=O)NCc2ccc(C)cc2)C1 (stereo unspecified),3,8,11,1,-4,2,9,9
Cc1ccccc1C(=O)N1CCC(C(=O)Nc2nc3ccc(F)cc3s2)CC1,2,-7,6,13,7,7,2,-4
Cc1ccc(S(=O)(=O)NC(CC(C)C)C(=O)N2CCOCCOCCOCCOCC2)cc1 (stereo unspecified),23,2,-3,-3,-9,11,-6,6
COc1ccc(-c2cccc(C(=O)NCC(=O)O)c2)cc1,-9,0,-13,1,-27,8,1,9
Cc1ccc(S(=O)(=O)N2CCC(C(=O)N/N=C/c3ccncc3)CC2)cc1,6,2,2,-7,-1,4,14,4
O=C(CN(C(=O)CSc1nnc(COc2ccccc2)o1)c1ccc(F)cc1)NC1CCCC1,7,-4,-1,13,7,13,10,15

# Only Gli-Sufu block and Jurkat NFkB inh (2 entries from above):
canonical_smiles	Gli-Sufu block	Jurkat NFkB inh
Cc1ccc(S(=O)(=O)N2CCC(C(=O)N/N=C/c3ccncc3)CC2)cc1	-1	4
O=C(CN(C(=O)CSc1nnc(COc2ccccc2)o1)c1ccc(F)cc1)NC1CCCC1	7	15

# Part of the list above in order of SMILES length, low to high.
SMILES,697 NFkB inh,CXCR6 block,UBC13 inh,EBI2 block,Gli-Sufu block,APJ antag,CCR6 antag,Jurkat NFkB inh
O=C(O)CCn1c(=S)n(CCC(=O)O)c2ccccc21,15,1,4,-8,-2,5,1,2
CCOC(=O)N1CCN(C(=O)c2ccc(NS(C)(=O)=O)cc2)CC1,3,3,-4,-4,-6,26,5,-6
Cc1ccccc1C(=O)N1CCC(C(=O)Nc2nc3ccc(F)cc3s2)CC1,2,-7,6,13,7,7,2,-4
Cc1ccc(S(=O)(=O)N2CCC(C(=O)N/N=C/c3ccncc3)CC2)cc1,6,2,2,-7,-1,4,14,4
O=C(N/N=C/c1c(O)n(-c2ccc(Cl)cn2)c(=O)c2ccccc12)C1CC1,-4,-5,24,-1,-7,-3,12,12
O=C(CN(C(=O)CSc1nnc(COc2ccccc2)o1)c1ccc(F)cc1)NC1CCCC1,7,-4,-1,13,7,13,10,15
Cc1ccccc1S(=O)(=O)N1C[C@H]2CON(C)[C@H]2C[C@H]1c1cccc(-c2ccccc2)c1,nt,8,nt,14,4,nt,18,nt

# Entries of single compounds, looked up by structure. Screens in order: 697 NFkB inh, CXCR6 block, UBC13 inh, EBI2 block, Gli-Sufu block, APJ antag, CCR6 antag, Jurkat NFkB inh
# Cc1ccccc1C(=O)N1CCC(C(=O)Nc2nc3ccc(F)cc3s2)CC1 in the list: 2, -7, 6, 13, 7, 7, 2, -4
# CCOC(=O)N1CCN(C(=O)c2ccc(NS(C)(=O)=O)cc2)CC1 in the list: 3, 3, -4, -4, -6, 26, 5, -6

# The results go on.
SMILES,697 NFkB inh,CXCR6 block,UBC13 inh,EBI2 block,Gli-Sufu block,APJ antag,CCR6 antag,Jurkat NFkB inh
CS(=O)(=O)Nc1ccccc1C(=O)Nc1cc2c(cc1C(=O)O)OCCCO2,20,-4,7,3,1,12,-1,-8
O=[N+]([O-])c1cc2c(cc1/C=N/n1c(-c3ccccc3)n[nH]c1=S)OCO2,-7,6,14,-11,-6,-1,20,14
CC1CCCN(C(=O)C2CCN(Cc3ccc4c(c3)OCO4)CC2)C1 (stereo unspecified),20,7,0,-1,16,16,19,3
O=C1NC(=Nc2ccc(Cl)cc2)/C(=C/c2ccco2)S1,7,15,8,6,-7,12,17,6
CCN(CC)c1ccc(C2NC(=O)NC(C)=C2C(=O)Nc2ccccc2)cc1 (stereo unspecified),-9,-7,-2,5,-3,17,0,1
COc1cccc(CN2CCC(C(=O)N3CCC(C)CC3)CC2)c1,-2,0,-11,15,15,-2,4,-9

# Compounds as they come; any-hit rate near 3%.
